CHRM1 agonist = agonists of human M1 muscarinic receptor; P11229; CHO-K1 hM1, Fluo-8 calcium fluorescence, agonist mode; 0% DMSO, 100% acetylcholine EC100; activation, % at 3 µM; actives 0.33% (n = 360,000); AID 588814;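 active = activation above the run's mean compound activation plus 3 SD, cut at about 16% in these data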;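 also: peak over basal fluorescence ratio within a 140 s kinetic read after compound addition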
Target sequence (P11229 whole entry, looked up): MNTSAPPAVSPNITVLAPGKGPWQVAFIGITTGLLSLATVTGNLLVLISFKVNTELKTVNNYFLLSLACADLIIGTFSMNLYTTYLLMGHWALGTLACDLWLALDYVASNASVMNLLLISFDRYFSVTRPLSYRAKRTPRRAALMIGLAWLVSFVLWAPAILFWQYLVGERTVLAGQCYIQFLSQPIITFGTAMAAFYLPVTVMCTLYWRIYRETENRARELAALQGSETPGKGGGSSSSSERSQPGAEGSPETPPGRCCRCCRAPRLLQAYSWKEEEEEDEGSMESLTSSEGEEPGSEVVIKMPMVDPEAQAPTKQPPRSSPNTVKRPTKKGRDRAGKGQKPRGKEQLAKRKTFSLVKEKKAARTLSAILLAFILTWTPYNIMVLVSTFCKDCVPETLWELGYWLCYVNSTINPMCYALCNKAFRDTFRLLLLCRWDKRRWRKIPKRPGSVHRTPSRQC
CHO parental Ca = signal in parental CHO cells, OX1R antagonist counter-screen; inhibition, % at 5.6 µM; actives 0.63% (n = 330,000); parental CHO-K1, ATP-induced calcium, Fluo-8 fluorescence;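 active = inhibition above that plate's mean sample inhibition plus 3 SD, cut at about 26% in these data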;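 also: 0% = ATP-challenged DMSO wells and 100% = DMSO wells without ATP; some compounds past the cut are filed as inactive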
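Material: Parental CHO cells | Reagent: ATP | Compound dosing: Single nominal dose of 5.6 µM per compound | Detection: Intracellular calcium via Fluo-8 no-wash fluorescent dye | Read-out: % inhibition of ATP-induced calcium mobilization | Benchmarks: Low control ATP plus DMSO, high control DMSO only | Replicates: Singlicate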
CHO-K1 Ca antag = counter-screen for M1 antagonists: effect in parental CHO-K1 cells; inhibition, % at 3 µM; ATP-induced calcium, Fluo-8 fluorescence; AID 602250; actives 0.6% (n = 360,000);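 active = inhibition above a per-plate cutoff, the plate's mean sample inhibition plus 3 SD, cut at about 24% in these data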;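 also: 0% = DMSO plus EC80 ATP and 100% = DMSO alone without ATP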
TAAR1 agonist = agonists of human TAAR1. activation, % at 3 µM. actives 0.99% (n = 360,000). AID 624467. CHO RD-HGA16 TAAR1, Fluo-8 calcium fluorescence; vehicle wells 0%, saturating PEA agonist 100%;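 active = activation above the mean activation of all test compounds in the run plus 3 SD, cut at about 38% in these data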
Target sequence (Q96RJ0 whole entry, looked up): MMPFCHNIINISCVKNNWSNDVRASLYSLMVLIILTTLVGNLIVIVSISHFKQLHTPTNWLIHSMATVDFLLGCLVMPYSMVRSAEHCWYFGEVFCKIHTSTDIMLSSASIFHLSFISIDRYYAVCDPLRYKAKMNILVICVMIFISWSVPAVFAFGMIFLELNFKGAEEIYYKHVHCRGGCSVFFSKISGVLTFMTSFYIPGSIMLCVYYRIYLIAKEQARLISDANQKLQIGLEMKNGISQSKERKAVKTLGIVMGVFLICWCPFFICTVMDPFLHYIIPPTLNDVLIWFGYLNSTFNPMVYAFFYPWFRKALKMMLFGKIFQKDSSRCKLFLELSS
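Assay system: CHO-derived RD-HGA16 cells with stable Gα16 and human TAAR1; timing: 17-24 h seeding, 75 min 37 °C dye, 30 min RT; read-out: % activation from peak over basal fluorescence ratio, DMSO-to-PEA scaled; measured by: kinetic Fluo-8 calcium fluorescence; benchmarks: low control DMSO, high control PEA (EC100); doses: 3 µM single concentration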
M1 PAM = positive allosteric modulators of human M1 muscarinic receptor; P11229; CHO-K1 hM1, Fluo-8 calcium fluorescence, ACh EC20; 0% = ACh EC20, 100% = maximal ACh; activation, % at 3 µM; actives 0.088% (n = 360,000); AID 588819; in the data active = activation above about 19%, passing the limit was not always enough
M1 ag parental = counter-screen for M1 agonists: effect in parental CHO-K1 cells; Fluo-8 calcium fluorescence; scaled to maximal ATP response, vehicle zero; activation, % at 3 µM; actives 0.48% (n = 360,000); AID 602248; in the data active = activation above about 15%;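 also: untransfected CHO-K1 host cells lacking M1 receptor as counterscreen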
TAAR1 antag = antagonists of human TAAR1. CHO RD-HGA16 TAAR1, Fluo-8 calcium fluorescence, antagonist. inhibition, % at 3 µM. actives 1.5% (n = 360,000);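 active = inhibition above a per-plate cutoff, the mean inhibition of test compounds on that plate plus 3 SD, cut at about 49% in these data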;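 also: 0% = DMSO plus EC80 beta-PEA response and 100% = DMSO alone without agonist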
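Material: RD-HGA16 CHO cells with stable hTAAR1 and Gα16; Dosing: single nominal final test compound concentration of 3 µM; Schedule: seeding 17-24 h prior, 75-min 37 °C, 30-min RT dye loading; Detection: kinetic Fluo-8 calcium fluorescence measurement; Measure: % inhibition from peak post-agonist over basal fluorescence ratio; Benchmarks: vehicle and agonist controls.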
M1 PAM parental = counter-screen for M1 PAMs: effect in parental CHO-K1 cells; actives 0.02% (n = 360,000); activation, % at 3 µM; ATP EC20, Fluo-8 calcium fluorescence; 0% at ATP EC20, 100% at ATP max;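 active = activation above the run cutoff, the mean activation of all test compounds plus 3 SD, cut at about 40% in these data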;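 also: peak over basal fluorescence ratio in a 140 s read after ATP addition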
M1 antag = antagonists of human M1 muscarinic receptor; P11229; CHO-K1 hM1, Fluo-8 calcium fluorescence, ACh EC80 antagonist; inhibition, % at 3 µM; actives 1.3% (n = 360,000);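 active = percent inhibition above its own plate's cutoff, namely the mean of that plate's compound wells plus 3 SD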;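 also: peak over basal fluorescence ratio during 140 s after agonist addition; 0% = ACh EC80 plus DMSO and 100% = DMSO alone without agonist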
* hit, by the source's call; / = not tested or not shown.

canonical_smiles | CHO parental Ca | CHRM1 agonist | TAAR1 antag | TAAR1 agonist | M1 ag parental | M1 PAM | M1 PAM parental | M1 antag | CHO-K1 Ca antag
CC(NC(=O)Nc1ccc(F)cc1)c1ccc2c(c1)OCO2 (stereo unspecified) | -5 | -2 | -3 | -1 | 3.5 | 3 | -5 | -4 | 7
Cc1ncsc1CCOC(=O)c1ccc([N+](=O)[O-])cc1 | -6 | -13 | 5 | 11 | 4.1 | 1 | 20 | 1 | -12
Nc1cc(C(F)(F)F)ccc1N1CCOCC1 | -7 | -4 | -10 | 9 | -0.1 | 0 | 11 | 4 | 4
Cc1cc(OCC(=O)NCc2cccnc2)c2c(C)c(C)c(=O)oc2c1 | -4 | -4 | -13 | -1 | 0.8 | 2 | 7 | -5 | -8
CCOC(=O)c1c(C)[nH]c(C)c1C(=O)CSc1nc2ccccc2c(=O)n1-c1ccc(F)cc1 | -35 | -7 | 36 | 9 | 2.8 | -12 | 24 | 8 | 0
O=C(Cn1c(C(F)(F)F)nc2ccccc21)c1ccc(Cl)cc1 | -13 | -7 | -11 | 4 | 0.2 | -13 | -10 | 21 | -4
COC(=O)c1ccc(CSc2nc(C(F)F)cc(C)c2C#N)o1 | -13 | 0 | -9 | 3 | 4.0 | -1 | 9 | -4 | -6
CC(C)(C)c1ccc(CN(Cc2ccco2)Cc2nnnn2C2CCCC2)cc1 | 48* | -2 | 29 | 2 | -0.4 | -6 | 6 | 8 | 0
CCCCCC[N+](C)(C)CCSSCC[N+](C)(C)CCCCCC | -9 | -8 | 1 | 1 | 1.2 | 10 | 24 | -9 | -14
CC(C)CN(C(=O)c1cccc(S(=O)(=O)N2CCCCC2)c1)C1CCS(=O)(=O)C1 (stereo unspecified) | -16 | -4 | -15 | 5 | 1.5 | -2 | 5 | 2 | -18
O=C(C1CCCO1)N1N=C(c2ccc(Br)cc2)CC1c1ccco1 (stereo unspecified) | -22 | -10 | -11 | -2 | -0.2 | 7 | 27 | -24 | -22
CCOC(=O)c1cc2c(=O)n3ccccc3nc2n(C)c1=NC(=O)c1c(-c2c(F)cccc2Cl)noc1C | -6 | -2 | -5 | 0 | -0.1 | -2 | 20 | 5 | -17

Later entries.
canonical_smiles | CHO parental Ca | CHRM1 agonist | TAAR1 antag | TAAR1 agonist | M1 ag parental | M1 PAM | M1 PAM parental | M1 antag | CHO-K1 Ca antag
O=C(Cc1cccs1)N1CCCC(c2nc3c(nnn3Cc3cccc(Cl)c3)c(=O)[nH]2)C1 (stereo unspecified) | -49 | -9 | / | / | 0.4 | 0 | 14 | -2 | -28
COc1ccc(Cc2nnc(SCc3nc4ccccc4c(=O)[nH]3)n2C)cc1 | -12 | 2 | -15 | 10 | 0.2 | 0 | 8 | 1 | -19
CC(C)CNC(=O)c1ccc(C2SCC(=O)N2Cc2ccccc2)cc1 (stereo unspecified) | -26 | -13 | 16 | 10 | 1.2 | -32 | 6 | 20 | 0
COC(=O)NC1CSCC1OC(=O)CCN1C(=O)c2ccccc2C1=O (stereo unspecified) | -9 | -4 | -1 | 16 | 0.2 | 7 | 17 | 0 | -5
COc1ccc(OC)c(NC(=O)c2cc(-c3ccc(C)cc3O)n[nH]2)c1 | -1 | -2 | 7 | 2 | 0.4 | 3 | 4 | -6 | 3
C=C(C)COc1ccc(-c2nc(N)nc(C)c2-c2ccc(OC)cc2)c(O)c1 | -35 | -11 | -14 | -3 | 2.2 | -8 | 18 | 14 | 0
Nc1ccccc1S(=O)(=O)C(F)F | -4 | -1 | 9 | 1 | 3.7 | 4 | -1 | 5 | 8
CCC(C)c1ccccc1NC(=O)COC(=O)c1ccc(C)c(NC(=O)c2ccco2)c1 (stereo unspecified) | -4 | -1 | 15 | 16 | 2.7 | -1 | 1 | -4 | 4
CC(C)c1ccc(OCCCCN2CCCCC2)cc1 | -2 | -8 | -14 | 12 | 3.5 | -25 | -3 | 60* | -7
CC1(C(=O)NS(=O)(=O)c2ccc(Cl)s2)CCN1C(=O)Cc1ccccc1Cl (stereo unspecified) | / | -2 | 7 | 1 | 0.4 | 12 | 13 | -21 | -9
CC(C)C(C)(C#N)NC(=O)CSc1nnc(-c2ccncc2)n1Cc1ccccc1 (stereo unspecified) | -2 | -3 | -12 | 7 | 0.2 | 5 | 10 | -6 | -7
N#Cc1c(NC(=S)NC(=O)c2ccccc2)sc2c1CCCC2 | -12 | -5 | -15 | 4 | 0.7 | 7 | 20 | 2 | 1

Whole records from above:
Profile of `Nc1ccccc1S(=O)(=O)C(F)F` = CHO parental Ca = -4; CHRM1 agonist = -1; TAAR1 antag = 9; TAAR1 agonist = 1; M1 ag parental = 3.7; M1 PAM = 4; M1 PAM parental = -1; M1 antag = 5; CHO-K1 Ca antag = 8
Profile of `COc1ccc(Cc2nnc(SCc3nc4ccccc4c(=O)[nH]3)n2C)cc1` = CHO parental Ca = -12; CHRM1 agonist = 2; TAAR1 antag = -15; TAAR1 agonist = 10; M1 ag parental = 0.2; M1 PAM = 0; M1 PAM parental = 8; M1 antag = 1; CHO-K1 Ca antag = -19

Next section
canonical_smiles | CHO parental Ca | CHRM1 agonist | TAAR1 antag | TAAR1 agonist | M1 ag parental | M1 PAM | M1 PAM parental | M1 antag | CHO-K1 Ca antag
NC(=O)c1ccsc1NC(=O)CSc1n[nH]c(N)n1 | 3 | -1 | -4 | 0 | 0.2 | 9 | 1 | -13 | -13
CCCS(=O)(=O)NC(=O)C1(C)CCCN(C(=O)c2cc(OC)c(OC)c(OC)c2)C1 (stereo unspecified) | / | 3 | -22 | 1 | 0.4 | 2 | 9 | -7 | -12
Cc1c(C(=O)OCC(=O)NCCN2C(=O)CSC2=O)oc2c1ccc1ccccc12 | -5 | -5 | 13 | 4 | 2.0 | 0 | -3 | 0 | -1
CC(=O)Nc1nc(C(F)(F)F)cs1 | 4 | -2 | -3 | 2 | 0.0 | 4 | 8 | 2 | 1
COc1ccc(C(=O)CC(=O)C(=O)Nc2ccc(C)c(Cl)c2)cc1 | -5 | -5 | -11 | 5 | 7.2 | 9 | 14 | -13 | -12
COc1ccccc1CNC(=O)[C@H](CCSC)NC(=O)[C@@H]1Cc2ccccc2CN1 | -23 | -3 | -7 | 7 | 0.7 | -1 | 4 | -7 | -2
CCCCNC(=O)CC1SC(=NCC)N(CC)C1=O (stereo unspecified) | -5 | -3 | 13 | -1 | -0.3 | 4 | 2 | -5 | -1
COc1cc2c(cc1OC)CN(C(=O)CSC1=NCCS1)CC2 | / | 0 | 12 | 2 | 1.1 | 5 | 15 | -10 | 1
COc1ccc(C(=O)C2CCCN(C(=O)c3cnsn3)C2)c(C)c1 (stereo unspecified) | 6 | -4 | -18 | 2 | 0.9 | 12 | -13 | -20 | 8
O=C(Nc1cccnc1)Nc1cc(Cl)cc(Cl)c1 | 2 | 6 | 18 | 12 | 14 | -3 | -13 | 15 | 37*
O=C(O)Cn1nnc(-c2ccc(OCc3ccccc3)cc2)n1 | -8 | 1 | 6 | 1 | 0.4 | 4 | -4 | -6 | -1
CS(=O)(=O)N(C(=O)NC(=O)NC1CCS(=O)(=O)C1)C1CCCCC1 (stereo unspecified) | 2 | -2 | -11 | 6 | 1.0 | 10 | 12 | -11 | -15

Next structures.
canonical_smiles | CHO parental Ca | CHRM1 agonist | TAAR1 antag | TAAR1 agonist | M1 ag parental | M1 PAM | M1 PAM parental | M1 antag | CHO-K1 Ca antag
CCN(CC)S(=O)(=O)c1ccc(OC)c(NC(=O)OCc2ccccc2)c1 | -10 | -4 | 15 | -3 | 3.9 | 1 | 16 | 0 | -16
O=C(COC(=O)c1ccco1)NCc1ccc2c(c1)OCO2 | 4 | -3 | -20 | 2 | 0.8 | 3 | 14 | -9 | -6
CC(=O)Cn1c(CN2CC(C)CC(C)C2)nc2c1c(=O)n(C)c(=O)n2C (stereo unspecified) | 3 | -1 | -17 | 11 | 0.4 | 20 | 16 | -11 | -7
Cc1cc(F)ccc1S(=O)(=O)Nc1ccc(O)c(Sc2ncn[nH]2)c1 | -3 | -6 | 8 | 2 | 0.9 | -2 | 1 | 0 | -5
CC(C)C[C@@H](COCc1ccc(Cl)cc1)N1CCN(C(=O)c2ccc(Cl)cc2Cl)CCC1=O | / | / | 15 | 4 | 1.3 | / | -6 | / | -2
CCN1CCN(C(=O)c2cc(COc3ccc4ncccc4c3)on2)CC1 | 20 | 3 | 8 | 5 | 11 | -2 | 14 | 10 | -4
NC(=O)c1nsc(C(=O)N(c2cccc(F)c2)C(C(=O)NC2CCCC2)c2ccco2)c1N (stereo unspecified) | -11 | 0 | 0 | 7 | 0.6 | 11 | 5 | -2 | -8
O=C1CCCc2oc3c(c21)CCCC3 | -7 | -10 | -8 | 2 | -0.2 | 11 | 10 | -8 | -9
CC(=O)Nc1cccc(NC(=O)CSc2ncc(C(=O)Nc3ccccc3)c(=O)n2C)c1 | -31 | 2 | -10 | 2 | 4.5 | 2 | 9 | -6 | 0
Cc1ccc(N(CC(=O)NCCSc2ccccn2)S(=O)(=O)c2ccc(F)cc2)cc1 | -33 | -8 | -6 | 5 | 2.2 | -11 | 9 | 11 | -3
COc1ccc(OC)c(NC(=O)CCCNC(=O)c2ccc(Cl)cc2)c1 | -13 | -3 | -8 | 0 | 6.6 | -4 | 7 | 5 | -4
CC(=O)NC(CC(=O)NC1CCCCC1)c1ccccc1 (stereo unspecified) | 2 | -8 | 3 | 2 | 0.2 | 5 | 17 | -7 | -5

(cont.)
canonical_smiles | CHO parental Ca | CHRM1 agonist | TAAR1 antag | TAAR1 agonist | M1 ag parental | M1 PAM | M1 PAM parental | M1 antag | CHO-K1 Ca antag
CSc1ccccc1NC(=S)Nc1cccc(C(F)(F)F)c1 | -3 | -2 | 14 | 17 | 0.2 | 11 | 11 | -20 | -3
COc1cc2sc3cc(NCC[C@@H]4CCCN4C)ccc3c(=O)c2cc1OC | -17 | -6 | -6 | 3 | -0.7 | 13 | -25 | -9 | 15
Cc1noc(C(=O)Nc2cccnc2Cl)c1Cl | / | -5 | 9 | 0 | 0.2 | 12 | 7 | -13 | -9
CC(=O)CSc1nnc(C(F)(F)F)n1C | 1 | -3 | 12 | 3 | 4.2 | 1 | 16 | 1 | -3
CC(=O)c1ccc(N2C(=NC(=O)COc3ccccc3)SC3CS(=O)(=O)CC32)cc1 (stereo unspecified) | 6 | -2 | -12 | 1 | 1.8 | 7 | 16 | -4 | -10
CCOC(=O)N1CCN(C(=O)/C(=C\c2cccs2)NC(=O)c2cccs2)CC1 | -15 | 0 | -5 | 2 | 0.9 | 16 | 23 | -7 | -10
CC(C)C(=O)N1CC(=O)Nc2ccc(F)cc2C1c1ccc(F)cc1 (stereo unspecified) | -11 | -6 | 3 | 8 | 0.5 | -3 | 4 | 1 | -10
C=C1CC2(OC1=O)c1ccccc1CCc1ccccc12 | / | -8 | 34 | 0 | 0.7 | 7 | 12 | -2 | 3
